BoNT-A LC inh2: BoNT A light chain protease inhibition | multiplex microsphere protease substrate cleavage, flow cytometry | inhibition, % at 10 µM | 0.17% of 360,000 active | AID 588499; also: plate controls were buffer without enzyme for full effect and enzyme alone for no effect
Y pestis TopoI: Y. pestis Topo-I inhibition via cleavage products; Y. pestis Topo-I cleavage product accumulation, plate reader; activity, % at 10 µM; 0.064% of 360,000 active; AID 504884; in the data active = activity above about 50%, passing the limit was not always enough; inconclusive = no clear call, values can overlap the other calls; also: inactives centre near 2
CCHF vOTU inh: blocks the CCHF virus ovarian tumor domain protease; CCHFV vOTU protease, Pep-AMC fluorescence; inhibition, % at 11.5 µM; 0.55% of 370,000 active; AID 651958; in the data active = inhibition above about 30%; also: 0% = vehicle wells with enzyme and 100% = no enzyme wells
DUSP3 inh: blocks human VHR1 dual specificity phosphatase | P51452 | recombinant VHR phosphatase, pNPP absorbance | inhibition, % at 13.3 µM | 0.52% of 290,000 active; in the data active = inhibition above about 50%; also: some compounds called inactive have numbers as strong as hits
Target sequence (P51452 whole entry, looked up): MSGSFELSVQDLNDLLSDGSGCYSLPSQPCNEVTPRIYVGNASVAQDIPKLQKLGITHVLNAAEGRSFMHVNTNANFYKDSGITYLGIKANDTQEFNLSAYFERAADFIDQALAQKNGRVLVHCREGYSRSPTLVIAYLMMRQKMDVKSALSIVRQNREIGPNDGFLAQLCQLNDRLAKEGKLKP
SSB-PriA inh: blocks PriA binding to SSB C-terminal tail; AlphaScreen SSBct-PriA binding, biotinylated peptide; inhibition, % at 33 µM; 0.6% of 430,000 active; AID 1272365; in the data active = inhibition mostly above about 37%, no sharp cut-off; inactive = mostly below about 20%;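 also: plate controls were negative control peptide for no effect and reference peptide for full effect; strong numbers were not always called active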
TcdB GH inh: blocks C. difficile toxin B glycohydrolase activity | P18177 | TcdB glycohydrolase enzymatic assay, plate reader | inhibition, % at 9.99 µM | 0.24% of 350,000 active | AID 652162; in the data active = inhibition above about 10%
BH1578 lux ind: induces V. cholerae light production without autoinducers. V. cholerae BH1578 lux reporter, luminescence, 6 h. activation, % at 18.7 µM. 0.16% of 350,000 active. AID 588436; in the data active = activation mostly above about 9.7%, no sharp cut-off; inconclusive = no clear call, values can overlap the other calls; inactive = mostly below about 3.7%; also: not every result past the cut was called active; inactives centre near 0; reference of the scale not given here
SARS 3CLpro inh: SARS-CoV 3CLpro protease inhibition; P0C6X7; recombinant SARS-CoV 3CLpro, quenched FRET peptide cleavage; inhibition, % at 6 µM; 0.14% of 290,000 active; AID 1706; in the data active = inhibition above about 12%
Anthrax LF inh2: blocks Bacillus anthracis lethal factor protease | P15917 | multiplex microsphere protease cleavage assay, LF | inhibition, % at 10 µM | 0.12% of 360,000 active | AID 588501; also: plate controls were buffer without enzyme for full effect and enzyme alone for no effect
Target sequence (P15917 whole entry, looked up): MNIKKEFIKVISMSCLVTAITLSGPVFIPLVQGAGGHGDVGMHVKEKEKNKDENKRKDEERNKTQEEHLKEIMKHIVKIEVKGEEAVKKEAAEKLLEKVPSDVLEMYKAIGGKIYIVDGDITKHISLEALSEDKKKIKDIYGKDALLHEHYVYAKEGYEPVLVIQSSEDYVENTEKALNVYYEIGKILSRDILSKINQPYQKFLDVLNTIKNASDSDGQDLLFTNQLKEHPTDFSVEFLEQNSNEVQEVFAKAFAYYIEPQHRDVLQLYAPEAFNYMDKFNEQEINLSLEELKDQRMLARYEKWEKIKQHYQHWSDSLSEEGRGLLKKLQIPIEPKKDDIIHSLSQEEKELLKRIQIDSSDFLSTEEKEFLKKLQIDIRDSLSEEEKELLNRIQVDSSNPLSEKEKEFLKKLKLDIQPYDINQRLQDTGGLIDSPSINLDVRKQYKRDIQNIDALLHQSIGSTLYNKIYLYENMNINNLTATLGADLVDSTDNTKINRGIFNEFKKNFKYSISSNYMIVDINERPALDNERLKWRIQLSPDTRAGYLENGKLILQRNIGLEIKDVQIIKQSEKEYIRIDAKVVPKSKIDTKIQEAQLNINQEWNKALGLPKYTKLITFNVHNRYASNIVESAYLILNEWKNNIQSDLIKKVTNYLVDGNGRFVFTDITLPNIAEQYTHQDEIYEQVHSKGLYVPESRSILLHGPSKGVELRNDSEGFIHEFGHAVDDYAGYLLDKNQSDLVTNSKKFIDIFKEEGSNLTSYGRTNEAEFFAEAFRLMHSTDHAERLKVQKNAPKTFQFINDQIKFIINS
PfHsp40 yeast: compounds rescuing yeast from Plasmodium falciparum HSP40 toxicity | AID 504582 | S. cerevisiae expressing PfHsp40, growth rescue, ATP luminescence | growth rescue, % at 12.5 µM | 0.68% of 340,000 active; in the data active = growth rescue above about 28%, passing the limit was not always enough; inconclusive = no clear call, values can overlap the other calls;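 also: yeast W303a lacking pdr1 and pdr3 grown in galactose medium; growth measured after three days at 30 °C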
* hit, by the source's call; i = inactive; ? = inconclusive; / = no result given; & = joins results of further samples. Rule as the data show it, unless noted: active = inhibition above about 30%; inconclusive = no clear call, values can overlap the other calls; inactive = below that. This is a subset, so the mix of outcomes need not match the whole.

SMILES	BoNT-A LC inh2	Y pestis TopoI	CCHF vOTU inh	DUSP3 inh	SSB-PriA inh	TcdB GH inh	BH1578 lux ind	SARS 3CLpro inh	Anthrax LF inh2	PfHsp40 yeast
CCN1C(=O)c2cccc3c(S(=O)(=O)N(C(=O)c4cccnc4)c4ccc(OC)cc4)ccc1c23	1.7	-5	1	8	0	/	-3.8	-4	-1	-0.9
CC(=O)Nc1ccc(NC(=O)COc2ccc(S(=O)(=O)NC(C)c3ccccc3)cc2)cc1 (stereo unspecified)	-0.9	4	8	11	-21	2.1	i	3	-9	-0.4
CC[C@@H]1Cc2[nH][nH]c(=O)c2[C@@H](c2ccc(F)cc2)O1	0.8	/	1	/	/	0.3	/	/	2	/
C[C@@H]1CCC[C@]2(O[C@@H](CCO)C[C@@H](O)[C@@H]2O)O1	-0.6	-5	-8	/	4	-0.9	-1.3	/	3	-2.3
CN(C)c1ccc(C(c2nnnn2C(C)(C)C)N2CCN(C(=O)c3ccco3)CC2)cc1 (stereo unspecified)	0.9	11	4	36	-1	/	-0.5	-3	2	-1.3
CCc1nnc(NC(=O)[C@@H](NC(=O)c2cccc(S(=O)(=O)N3CCOCC3)c2)C(C)C)s1	0.2	-6	17	22	-16	/	-0.7	2	-3	-0.6
CCOC(=O)NCc1ccc2c(c1)cc(C)n2C	41*	2	2	51*	14&-5	/	i	-4	42*	2.6
O=C1/C(=C/c2ccccn2)SC(=S)N1Cc1ccccc1	0.9	-4	-7	8	-7	0.7	-0.1	1	?	/
CC(C)c1ccc(N2C(=O)NC(=O)/C(=C\C=C\c3ccco3)C2=O)cc1	/	/	5	8	-5	-0.4	/	-6	/	/
Cc1cc(C)n(/N=C/c2cccc(O)c2)c(=O)c1C(N)=O	1.1	2	-4	31	/	/	i	8	2	-0.2
COc1ccc(OC)c(NS(=O)(=O)c2cccs2)c1	3.0	-6	-4	35	3	/	-5.9	2	-1	-0.3
CCOc1ccccc1NC(=O)C(NC(=O)C1CCC(C)CC1)C(C)C (stereo unspecified)	-0.6	6	-8	14	3	1.0	2.2	2	-4	0.4
CCOc1ccc(-c2nnn(CC(=O)N3CCCC3)n2)cc1OCC	/	-3	5	-9	-30	/	i	0	/	-1.0
C=C(C)CNC(=S)N/N=C(\C)c1ccc(Cl)s1	-0.7	20	5	-1	/	0.9	-0.3	4	0	1.4
CC(=O)Nc1cccc(OCCCNC(=O)c2ccc(C(C)(C)C)cc2)c1	5.7	23	-1	9	-5	1.9	i	2	16	/
N#Cc1ccccc1-c1ccccc1C(=O)N1CCCCC1	0.2	-4	-2	9	-13	1.1	i	-2	4	0.8
COC(=O)[C@]1(Cc2ccccc2)N[C@H](CN(C)S(=O)(=O)c2ccc(F)cc2)[C@@H]2C(=O)N(C)C(=O)[C@@H]21	0.3	-1	11	/	-3	0.6	-0.2	/	-1	0.9
CC[C@]1(C(=O)OC)[C@H]2C(=O)N(C)C(=O)[C@H]2[C@H]2CN(C)C(=NCc3ccccc3)N21	-0.1	-7	-6	/	-8	1.7	1.1	/	4	-0.9
COc1ccc(-c2cc(C(=O)NCC(c3ccco3)N(C)C)c3ccccc3n2)cc1OC (stereo unspecified)	6.8	15	1	/	11	2.0	2.9	/	-2	-0.8
COc1ccccc1-c1nnc(SCC(=O)Nc2ccc(Cl)cc2Cl)o1	0.0	5	-7	18	4	/	-0.5	2	-13	-0.3

Arranged by length of the SMILES (descending): some entries from above
SMILES	BoNT-A LC inh2	Y pestis TopoI	CCHF vOTU inh	DUSP3 inh	SSB-PriA inh	TcdB GH inh	BH1578 lux ind	SARS 3CLpro inh	Anthrax LF inh2	PfHsp40 yeast
CCN1C(=O)c2cccc3c(S(=O)(=O)N(C(=O)c4cccnc4)c4ccc(OC)cc4)ccc1c23	1.7	-5	1	8	0	/	-3.8	-4	-1	-0.9
CC(=O)Nc1ccc(NC(=O)COc2ccc(S(=O)(=O)NC(C)c3ccccc3)cc2)cc1 (stereo unspecified)	-0.9	4	8	11	-21	2.1	i	3	-9	-0.4
C[C@@H]1CCC[C@]2(O[C@@H](CCO)C[C@@H](O)[C@@H]2O)O1	-0.6	-5	-8	/	4	-0.9	-1.3	/	3	-2.3
CC[C@@H]1Cc2[nH][nH]c(=O)c2[C@@H](c2ccc(F)cc2)O1	0.8	/	1	/	/	0.3	/	/	2	/
CC(=O)Nc1cccc(OCCCNC(=O)c2ccc(C(C)(C)C)cc2)c1	5.7	23	-1	9	-5	1.9	i	2	16	/
COc1ccccc1-c1nnc(SCC(=O)Nc2ccc(Cl)cc2Cl)o1	0.0	5	-7	18	4	/	-0.5	2	-13	-0.3
Cc1cc(C)n(/N=C/c2cccc(O)c2)c(=O)c1C(N)=O	1.1	2	-4	31	/	/	i	8	2	-0.2
O=C1/C(=C/c2ccccn2)SC(=S)N1Cc1ccccc1	0.9	-4	-7	8	-7	0.7	-0.1	1	?	/
N#Cc1ccccc1-c1ccccc1C(=O)N1CCCCC1	0.2	-4	-2	9	-13	1.1	i	-2	4	0.8
CCOC(=O)NCc1ccc2c(c1)cc(C)n2C	41*	2	2	51*	14&-5	/	i	-4	42*	2.6

The list goes on:
SMILES	BoNT-A LC inh2	Y pestis TopoI	CCHF vOTU inh	DUSP3 inh	SSB-PriA inh	TcdB GH inh	BH1578 lux ind	SARS 3CLpro inh	Anthrax LF inh2	PfHsp40 yeast
CCNc1nc(N)nc(Oc2ccc(OCc3ccccc3)nn2)n1	-1.0	6	12	25	-7	0.5	i	-1	-3	0.4
O=C(NN=C1C2CC3CC(C2)CC1C3)c1cccs1	-0.1	-1	-2	9	-2	-2.1	0.0	3	-2	-0.7
CCCCCc1nc(N)c(C#N)c(-c2ccco2)c1CCCC	0.5	7	3	11	-23	/	-0.2	-1	0	-0.6
COC(=O)Cn1cnc2sc(C)c(S(=O)(=O)N3CCN(c4ccccc4OC)CC3)c2c1=O	0.4	-8	22	-11	-1	/	3.7	-1	2	0.0
Cc1ccc(-c2csc(NC(=O)c3ccc(F)cc3)c2C(=O)O)cc1	1.7	6	4	-12	-3	6.1	-0.5	4	6	-1.4
CCc1ccccc1NC(=O)CN(C)C(=O)COc1ccc(C)nc1[N+](=O)[O-]	-0.7	1	8	3	-9	/	-2.4	5	-8	1.6
COc1ccc(Cl)cc1C(=O)NNC(=O)CNC(=O)c1ccc(C)s1	-0.1	1	-6	/	-7	1.1	i	/	-1	0.6
CCn1nc(C)c(CNC(=O)c2cc(COc3cncc(Cl)c3)on2)c1C	0.0	-4	3	-26	-2	1.2	i	-4	-2	1.1
COc1ccc(CCN(Cc2cc3cccc(C)c3[nH]c2=O)C(=O)N2CCCC2)cc1OC	-2.0	-4	24	-15	6	/	-0.2	-1	-8	1.3
Cc1ccc(C)c(N2CCN(C(=O)C3CCC3)CC2)c1	0.2	10	-14	2	3	0.3	-1.5	-1	12	0.7
CCc1cccc(OCC(=O)Nc2cc(S(=O)(=O)N3CCOCC3)ccc2N2CCCC2)c1	1.8	21	6	15	2	-0.7	-0.4	2	-2	1.5
O=C(CN(C(=O)CNS(=O)(=O)c1ccc(F)cc1)C1CCCC1)NCc1ccco1	1.2	-9	4	-15	0	1.1	-0.6	3	-5	?
Cc1ccc(CS(=O)(=O)CCC(=O)NCCN(C)Cc2ccccc2)cc1	-0.1	14	-12	8	-15	/	-0.2	-2	-1	-0.6
Cc1nn(-c2ccccc2)c2c1C(c1ccc([N+](=O)[O-])cc1)N1C(=N2)C(=O)Nc2ccccc21 (stereo unspecified)	4.8	10	-5	10	10	0.2	-0.4	2	3	-0.8
CCOc1ccccc1N(C(=O)Nc1cccc(Cl)c1)C1=NC(C)CS1 (stereo unspecified)	-0.4	-3	15	-1	-8	0.8	0.0	-3	-2	1.4
CCOC(=O)CCCCCC(=O)Nc1ccc2c(c1)C(=O)N([C@@H](C)CO)C[C@H](C)[C@H](CN(C)C(=O)c1ccccc1)OCCCC[C@H](C)O2	0.2	20	-6	/	/	0.7&0.5	i	/	-6	/
CCOC(=O)c1sc(NC(C)=O)nc1-c1ccccc1	0.5	1	20	30	-8&-1	/	i	-4	-4	0.9
Cc1ccc(-n2c(-c3ccc(Br)cc3)n[nH]c2=S)c(C)c1	0.0	15	7	/	/	5.7	i	/	0	/
Cc1nc(-c2ccccc2)sc1C1(C)CC(c2ccc(C#N)cc2)=NO1 (stereo unspecified)	0.0	4	-4	27	-1	0.7	-10	/	-3	0.4
CC(CCc1ccccc1)NC(=O)CSc1nccc(=O)[nH]1 (stereo unspecified)	0.1	2	7	27	-14	1.0	/	-3	2	0.6
Cc1ccc(S(=O)(=O)N2CCN(CC(=O)N/N=C\c3ccccn3)CC2)cc1	-0.5	3	-5	17	/	1.2	-1.3	1	-7	-1.2
CN(C)CCOC(=O)c1cccc(Br)c1	-0.3	0	-5	30	-2	/	-5.0	2	0	0.3
COc1cccc(C2C(C(N)=O)=C(C)Nc3nc(-c4ccccc4Cl)nn32)c1 (stereo unspecified)	0.0	6	5	11	-13	2.9	-0.1	2	-7	-1.3
CC[C@H](C)C(C(=O)N1CCN(C(=O)OC(C)(C)C)CC1)n1cc(C(CC(C)C)NC(=O)OC(C)(C)C)nn1 (stereo partly specified)	0.0	34	1	10	2	0.3	5.9	6	0	-0.5
Cc1cc2oc(=O)c(CC(=O)O)c(C)c2c2occ(C(C)(C)C)c12	3.3	2	11	/	6	0.1	i	4	12	-0.4
COc1ccc(NC(=O)C(CC(=O)O)Cc2ccccc2)cc1 (stereo unspecified)	2.0	6	5	3	-3	/	i	0	4	0.5
O=C(N/N=C/c1ccc(-c2ccc([N+](=O)[O-])cc2)o1)c1cccnc1	1.9	-11	7	6	i	1.6	i	-2	-1	/
O=C(CSc1ncn[nH]1)c1ccc(OC(F)F)cc1	-0.6	-7	-6	10	-3	2.0	i	1	2	-0.7
Cc1ccc(CCNC(=O)C2CCN(S(=O)(=O)c3ccc4c(c3)NC(=O)C(C)S4)CC2)cc1 (stereo unspecified)	0.7	31	12	15	-9	0.4	-0.3	11	-3	0.7
Cc1cnn(-c2ccc3nnc(-c4ccc(Br)cc4)n3n2)c1	-0.3	-1	-4	4	-9	/	-0.7	1	4	-0.1
NC[C@H]1O[C@@H](n2ccc(N)nc2=O)[C@H](O)[C@@H]1O	-1.4	/	3	/	/	0.9	/	/	2	/
CC1=CCC2C(=O)N(c3cc(C)on3)C(=O)C2C1 (stereo unspecified)	0.1	-4	-2	4	-6	/	i	-4	0	-0.6
CC1=C(C(=O)N2CCCCCC2)CC(CC(=O)NC2CCCCC2)C(=O)N1Cc1ccc(C(C)(C)C)cc1 (stereo unspecified)	-1.3	/	16	/	/	-0.3	/	/	2	/
O=C(c1cc(Br)c[nH]1)N1CCSCC1	-1.4	3	0	-12	-5	1.3	-1.2	5	-2	0.8
O=[N+]([O-])c1ccccc1Nc1cccc(F)c1	-0.6	3	7	/	49*	-0.1	1.0	/	-11	-0.7
CCn1nnnc1SCC(=O)Nc1cccc(NC(C)=O)c1	4.4	12	-3	-38	-12	/	i	2	0	1.1
CC(C)c1ccc(Nc2nc(N3CCOCC3)nc(N3CCOCC3)n2)cc1	0.1	3	13	/	/	2.1	-0.3	/	4	/
CC(C)(C)c1ccc2c(c1)OCC(C(=O)O)O2 (stereo unspecified)	0.3	-2	-3	17	-12	/	-0.3	-3	-4	-0.7
O=C(NCc1cccnc1)c1cc(C2CCCCN2C(=O)OCCF)on1 (stereo unspecified)	0.4	2	13	/	/	-9.7	i	/	2	/

Assay outcomes deposited in PubChem BioAssay by several laboratories.
